GluA2 TARP mod = modulates AMPAR-stargazin complexes | 40,000 compounds, 3.5% hits | O88602+P19491 | AID 1259245 | calls only at 30 µM | HEK293 GluA2+stargazin, membrane potential dye (FDSS), glutamate EC50; hits were called plate by plate, in both directions;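 active = any of four per-well response measures lying three or more SD from its plate-wide compound average, in either direction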
Target sequence (O88602 whole entry, looked up): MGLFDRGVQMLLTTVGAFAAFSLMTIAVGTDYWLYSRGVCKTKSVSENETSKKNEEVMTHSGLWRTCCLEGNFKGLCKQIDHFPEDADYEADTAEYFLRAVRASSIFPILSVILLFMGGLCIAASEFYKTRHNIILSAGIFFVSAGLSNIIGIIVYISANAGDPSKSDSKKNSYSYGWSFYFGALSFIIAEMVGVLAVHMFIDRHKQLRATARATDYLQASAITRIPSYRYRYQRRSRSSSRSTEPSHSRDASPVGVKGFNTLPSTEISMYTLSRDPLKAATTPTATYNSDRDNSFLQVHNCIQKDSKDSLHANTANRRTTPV
Target sequence (P19491 whole entry, looked up): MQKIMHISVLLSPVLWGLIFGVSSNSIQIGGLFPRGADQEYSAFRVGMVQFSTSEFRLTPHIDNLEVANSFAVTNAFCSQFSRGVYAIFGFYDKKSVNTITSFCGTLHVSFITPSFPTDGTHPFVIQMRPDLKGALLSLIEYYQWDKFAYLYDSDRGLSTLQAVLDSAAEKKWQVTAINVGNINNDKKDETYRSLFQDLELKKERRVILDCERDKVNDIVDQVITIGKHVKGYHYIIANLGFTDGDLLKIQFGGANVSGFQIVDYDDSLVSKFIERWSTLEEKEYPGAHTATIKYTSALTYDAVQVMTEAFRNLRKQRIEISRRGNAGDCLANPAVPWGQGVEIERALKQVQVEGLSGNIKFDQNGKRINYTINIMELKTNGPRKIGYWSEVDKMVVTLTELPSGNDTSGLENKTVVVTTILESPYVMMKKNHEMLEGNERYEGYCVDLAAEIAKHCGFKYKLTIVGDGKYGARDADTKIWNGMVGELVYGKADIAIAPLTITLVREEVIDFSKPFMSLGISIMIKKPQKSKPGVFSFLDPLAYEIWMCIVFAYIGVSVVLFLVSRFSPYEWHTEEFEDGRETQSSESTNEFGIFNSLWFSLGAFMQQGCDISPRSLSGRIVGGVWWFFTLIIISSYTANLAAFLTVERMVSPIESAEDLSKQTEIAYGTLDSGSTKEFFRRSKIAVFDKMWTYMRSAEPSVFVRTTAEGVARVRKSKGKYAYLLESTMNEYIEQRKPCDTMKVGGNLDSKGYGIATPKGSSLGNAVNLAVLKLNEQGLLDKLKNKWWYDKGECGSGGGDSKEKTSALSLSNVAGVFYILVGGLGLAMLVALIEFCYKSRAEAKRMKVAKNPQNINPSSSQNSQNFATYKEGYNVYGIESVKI
GluA2 TARP mod agonism max-min = second read-out of GluA2 TARP mod, no call of its own (marks repeat the call); compound max-min signal; compound-alone response (agonism);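 unitless range of fluorescence divided by baseline over first 100 seconds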
GluA2 TARP mod glutamate slope = further read-out of GluA2 TARP mod, marked with its call; glutamate slope, % of max; measured here: glutamate response slope, % max;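 scaled per plate between vehicle wells and maximal 1 mM glutamate control wells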
The depositor's hits bear a star; i = inactive; + = active, no number; & = joins results of further samples. An excerpt; count on the stated rates, not on these rows.

SMILES | GluA2 TARP mod | GluA2 TARP mod agonism max-min | GluA2 TARP mod glutamate slope
O=C1OC2CC1N(C(=O)c1ccc(OC(F)(F)F)cc1)C2 (configuration not stated) | i | 0.094 | 62
CNC(=O)C1Cc2ccccc2N1C(=O)CCc1ccc(OC)cc1 (configuration not stated) | i | 0.055 | 45
Cc1ccc2nc(N(Cc3ccncc3)C(=O)CCCS(=O)(=O)c3ccccc3)sc2c1 | i | 0.083 | 64
CCOC(=O)CC1C(=O)NCCN1Cc1ccoc1 (configuration not stated) | i | 0.037 | 61
O=S(=O)(CCCOc1ccc(F)cc1)NC1CCCCC1 | i | 0.11 | 57
Cn1nc(C2CCCN(C(=O)c3cccc(-n4cnnn4)c3)C2)n(-c2ccccc2)c1=O (configuration not stated) | i | 0.079 | 59
Cn1nnc2c(SCc3cccc(Cl)c3)ncnc21 | i | 0.037 | 28
O=C(NCCN1CCC(c2cccs2)CC1)C(=O)NCc1ccc2c(c1)OCO2 | i | 0.08 | 49
CCOc1ccccc1NC(=O)CSc1ncc(S(=O)(=O)c2ccccc2)c(=O)[nH]1 | i | 0.13 | 63
CCOC(=O)N1CCN(CC(O)COCC23CC4CC(CC(C4)C2)C3)CC1 (configuration not stated) | i | 0.062 | 60
CC(=O)N1CCc2c(sc(NC(=O)c3cc(C)no3)c2C#N)C1 | i | 0.1 | 40
CCOCCCNC(=O)c1c(N)n(-c2cccc(C(C)=O)c2)c2nc3ccccc3nc12 | i | 0.19 | 60
O=S(=O)(NCC#CCN1CCc2ccccc2C1)c1c(F)cccc1F | i | 0.074 | 61
Cc1ccc(C(=O)NCC2CCN(S(C)(=O)=O)CC2)cc1C | i | 0.062 | 29
O=S(=O)(Cc1ccc(F)cc1)NCC#CCN1CCc2ccccc2C1 | i | 0.058 | 62
O=C(Cc1csc(NC(=O)c2ccc(=O)[nH]c2)n1)NCc1ccc(F)cc1 | i | 0.077 | 33
COc1ccccc1CCNC(=O)C(=O)NC1CCCC1 | i | 0.091 | 61
Cn1cccc1C(CNC(=O)C(=O)Nc1ccccc1F)N1CCOCC1 (configuration not stated) | i | 0.071 | 55
COc1ccccc1CNS(=O)(=O)c1cc2c3c(c1)CCN3C(=O)CC2 | i | 0.088 | 64
O=C(CN1CCN(c2ccc(Cl)cc2)C1=O)NCCc1c[nH]c2ccccc12 | i | 0.12 | 67
COc1ccc(OC)c(-c2ccc(=O)n(CCNC(=O)Nc3cc(C)cc(C)c3)n2)c1 | + | 0.057* | 69*
COc1ccc(NC(=O)Cn2nc3ccc(SCc4ccc(Cl)cc4)nn3c2=O)cc1OC | i | 0.11 | 68
CC(C)(C)CC(=O)NNC(=O)c1ccc(=O)n(Cc2ccc(Cl)cc2)c1 | i | 0.072 | 47
CS(=O)(=O)c1ccc(CC(=O)Nc2sccc2C(N)=O)cc1 | i | 0.11 | 48
CCOC(=O)NCC1CCN(S(=O)(=O)C2CC2)CC1 | i | 0.052 | 37
CCOC(=O)c1c(SCC(=O)c2ccccc2)nc(=O)[nH]c1C | i | 0.071 | 56
O=C(CCS(=O)(=O)c1ccc(Cl)cc1)Nc1ccc2scnc2c1 | i | 0.063 | 53
CCCCN1CC(c2nc3ccccc3n2Cc2cc(C)ccc2C)CC1=O (configuration not stated) | + | 0.12* | 94*
Cc1csc(C(=O)N2CCC(CN3CCN(C)CC3C)CC2)c1 (configuration not stated) | i | 0.045 | 48
CNc1nn(CC(=O)NCc2ccccc2Cl)c(N)c1-c1nc(-c2ccccc2C)no1 | i | 0.1 | 53
O=C(NCCN1CCOCC1)c1ccc(=O)n(Cc2ccc(F)cc2)n1 | i | 0.07 | 50
CCc1nnc(NS(=O)(=O)c2ccc(NC(=O)c3nc4ccccc4s3)cc2)s1 | i | 0.094 | 62
COc1ccc(F)cc1S(=O)(=O)N1CCN(Cc2nc(-c3ccccc3)cs2)CC1 | i | 0.12 | 64
COc1ccc(C(=O)Nc2nnc(-c3ccc(SC)cc3)o2)cc1OC | i | 0.13 | 51
CC(=O)Nc1cccc(NC(=O)CCc2c(C)nn(-c3nc(C)cc(=O)[nH]3)c2C)c1 | i | 0.11 | 51
CCOC(=O)c1c(NC(=O)COc2cccc3c2CCN(Cc2ccccc2F)C3=O)sc2c1CCC2 | i | 0.12 | 68
COc1ccc(S(=O)(=O)Nc2cccc(N3CCCCC3=O)c2)cc1 | i | 0.045 | 33
COc1cc(-n2nnc(C(=O)Nc3ccc(C(C)C)cc3)c2N)ccc1Cl | i | 0.088 | 62
CNC(=O)CCNS(=O)(=O)c1cc(N(C)S(C)(=O)=O)c(C)cc1C | i | 0.1 | 56
Cc1ccc(C)c(C(=O)NCCC(O)c2cccs2)c1 (configuration not stated) | i | 0.065 | 59
CCCCN(C1CCS(=O)(=O)C1)S(=O)(=O)c1ccc(Cl)c(Cl)c1 (configuration not stated) | i | 0.11 | 55
O=C(Nc1nnc(CS(=O)(=O)c2ccccc2)o1)c1ccc(Cl)s1 | i | 0.097 | 58
CCCNC(=O)CSc1nnc(-c2cn(C)nc2OC)n1C | i | 0.092 | 68
O=C(NCCNC(=O)c1ccc(F)cc1F)c1ccc(NC(=O)C2CC2)cc1 | i | 0.085 | 48
Cc1cc(C)cc(NC(=O)C(=O)NCC2CCN(C)CC2)c1 | i | 0.057 | 63
COc1ccccc1N1CCN(c2nnc(SC)s2)CC1 | i | 0.09 | 35
O=C(Nc1c2c(nn1-c1nc3ccccc3s1)CCC2)C1=COCCO1 | i | 0.095 | 42
O=C(NCCn1nc(-c2ccco2)ccc1=O)C(=O)Nc1nccs1 | i | 0.14 | 50
CN1CCN(n2c3c(c(SCc4ccc(Cl)cc4)nc2=O)CCC3)CC1 | i | 0.077 | 50
O=C(Cc1ccc([N+](=O)[O-])cc1)N1CCN(c2ncnc3c2nnn3-c2ccc(F)cc2)CC1 | i | 0.079 | 61

Single records, as listed above. Values in the order: GluA2 TARP mod, GluA2 TARP mod agonism max-min, GluA2 TARP mod glutamate slope
Profile of `CN1CCN(n2c3c(c(SCc4ccc(Cl)cc4)nc2=O)CCC3)CC1` → i, 0.077, 50
Profile of `Cc1cc(C)cc(NC(=O)C(=O)NCC2CCN(C)CC2)c1` → i, 0.057, 63
Profile of `COc1ccccc1N1CCN(c2nnc(SC)s2)CC1` → i, 0.09, 35
Profile of `O=C(Nc1c2c(nn1-c1nc3ccccc3s1)CCC2)C1=COCCO1` → i, 0.095, 42
Profile of `O=C(Cc1ccc([N+](=O)[O-])cc1)N1CCN(c2ncnc3c2nnn3-c2ccc(F)cc2)CC1` → i, 0.079, 61

Carrying on:
SMILES | GluA2 TARP mod | GluA2 TARP mod agonism max-min | GluA2 TARP mod glutamate slope
COCCN1COc2ccc3cc(-c4ccc(OC)cc4OC)c(=O)oc3c2C1 | i | 0.044 | 22
COC(=O)C1CCN(C(=O)Cc2cc(-c3ccc4c(c3)OCO4)on2)CC1 | i | 0.052 | 44
Cc1ccc(S(=O)(=O)Nc2ccc3c(c2)N(S(=O)(=O)c2ccc(C)cc2)CCC3)cc1 | i | 0.066 | 65
COc1ccc(S(=O)(=O)CCCC(=O)Nc2nc3c(s2)COc2ccccc2-3)cc1 | i | 0.12 | 54
O=C(Nc1ccc(SCc2ccccc2F)nn1)c1ccco1 | i | 0.089 | 32
CS(=O)(=O)c1ccc(CC(=O)Nc2nnc(-c3ccco3)o2)cc1 | i | 0.087 | 53
COc1ccc(CCC(=O)Nc2ccc3c(c2)N(S(=O)(=O)c2ccc(F)cc2)CCC3)cc1 | i | 0.092 | 70
Cc1cc(NC(=O)CSc2nnnn2-c2ccccc2F)no1 | i | 0.079&0.04 | 52&102
Cn1c(=O)c2cc(C(=O)NCCCCO)sc2n(C)c1=O | + | 0.24* | 55*
CCOC(=O)CSc1nc2cc(C(=O)OC)ccc2c(=O)n1CCOC | i | 0.072 | 77
CC(C)c1ccc(OCC(=O)Oc2ccc3c(c2)ncn3C)cc1 | i | 0.16 | 62
COC(=O)Cn1c(=O)c2c(nc3n(-c4cc(C)cc(C)c4)c(C)cn23)n(C)c1=O | i | 0.067 | 32
Cc1ccc(S(=O)(=O)Cc2ccccc2Cl)cc1 | i | 0.063 | 11
Cc1ccc2c(CC(=O)Nc3ccc(OC(F)(F)F)cc3)cc(=O)oc2c1 | i | 0.096 | 52
Cn1c(SCc2nc(-c3ccc4c(c3)OCO4)no2)nc2ccsc2c1=O | i | 0.15 | 70
C=CCn1c(=O)c2c(nc3n(-c4ccc(OC)cc4OC)c(-c4ccccc4)cn23)n(C)c1=O | i | 0.1 | 56
Cc1nc(NCCNC(=O)Cc2noc3ccccc23)cc(-n2ccnc2C)n1 | i | 0.071 | 46
COc1cc(OC)cc(-n2c(-c3ccco3)nc3nc4ccccc4nc32)c1 | i | 0.11 | 43
O=C(NCC1CCN(C2CCCC2)CC1)C(=O)Nc1cccc(C(F)(F)F)c1 | i | 0.067 | 57
CC1CCN(S(=O)(=O)c2cccc(C(=O)Nc3ccccn3)c2)CC1 | i | 0.067 | -4
CC1Oc2ccccc2OC1C(=O)NCC#CCN1CCc2ccccc2C1 (configuration not stated) | i | 0.067 | 56
C=CCOc1cccc(C2C(C(=O)c3ccco3)=C(O)C(=O)N2CCCN(C)C)c1 (configuration not stated) | i | 0.12 | 48
O=C(Nc1ccc(N2CCCCC2=O)cc1)c1ccc([N+](=O)[O-])cc1Cl | i | 0.1 | 49
O=C(CSc1n[nH]c(=O)c2cc(-c3ccco3)nn12)NCc1ccccc1Cl | i | 0.1 | 54
COc1ccc(CCNC(=O)NCC(c2cccn2C)N(C)C)cc1 (configuration not stated) | i | 0.067 | 53
CN1CCN(c2nc(N3CCOCC3)c3ccccc3n2)CC1 | + | 0.3* | 60*
O=C(NCC1(c2cccs2)CCOCC1)c1nc2ccccc2s1 | i | 0.096 | 49
OC(COc1ccccc1Br)CN1CCN(Cc2ccccc2)CC1 (configuration not stated) | i | 0.064 | 44
Cn1c(=O)c2c(nc(NCCO)n2CC(O)c2ccccc2)n(C)c1=O (configuration not stated) | i | 0.1 | 56
O=C(CN1C(=O)c2ccccc2S1(=O)=O)N1CCN(Cc2ccccc2)CC1 | i | 0.073 | 44
Cc1ccc(-n2ncc3c(=O)n(CC(=O)N4CCc5ccccc54)cnc32)cc1C | i | 0.12 | 81
Cc1ccc(S(=O)(=O)N(C)c2c(C)ccc(S(=O)(=O)NC3CCCCC3)c2C)cc1 | i | 0.051 | 46
O=C(Nc1ccccc1Cl)c1ccc(=O)n(Cc2ccccc2F)c1 | i | 0.027 | 50
CCOC(=O)CCC(=O)Nc1ccc(-c2nnc(N(C)c3ccc(OC)cc3)s2)cc1 | i | 0.13 | 54
CC(C)c1nnc(C2CCN(C(=O)/C=C/c3cccs3)CC2)o1 | i | 0.13 | 56
CC(=O)Nc1cccc(NC(=O)C(=O)NCc2cccs2)c1 | i | 0.11 | 67
Cn1c(=O)c2c(nc(N3CCCCC3)n2CC(O)COc2ccc(Cl)cc2)n(C)c1=O (configuration not stated) | i | 0.079 | 46
CS(=O)(=O)c1ccc(CC(=O)Nc2nc(-c3ccc4ccccc4c3)cs2)cc1 | i | 0.086 | 58
C#CC1(OCC(O)CN2C(C)(C)CC(O)CC2(C)C)CCCCC1 (configuration not stated) | i | 0.06 | 43
COc1ccc(-c2ccc(=O)n(CCCC(=O)NC3CCCCC3)n2)cc1OC | i | 0.066 | 39
O=C(NCC(c1cccc2ccccc12)N1CCOCC1)c1ccc(Br)o1 (configuration not stated) | + | 0.059* | 119*
CCSc1cccc(C(=O)N2CCNC(=O)C2(C)C)c1 | i | 0.052 | 58
Cc1ccc(C)c(NC(=O)Cn2nc(-c3ccc4c(c3)OCO4)ccc2=O)c1 | i | 0.031 | 31
COc1cccc(-c2cc(CC(=O)N3CCCC3)no2)c1 | i | 0.083 | 45
COc1ccc(OC)c(-c2csc(NC(=O)C3CCCN3S(C)(=O)=O)n2)c1 (configuration not stated) | i | 0.14 | 60
COC(=O)c1c(N2C(=O)CC(Sc3ncccc3C(=O)O)C2=O)sc2c1CCC(C)C2 (configuration not stated) | i | 0.08 | 52
COc1ccc(S(=O)(=O)N2CCC(C(=O)Nc3sccc3C#N)CC2)cc1 | i | 0.13 | 54
CN(Cc1ccco1)S(=O)(=O)c1ccc(C(=O)Nc2ccc(Br)cc2)cc1 | i | 0.096 | 60
C=C(C)Cn1c(C2CC(=O)N(c3ccc(C)cc3)C2)nc2ccccc21 (configuration not stated) | i | 0.088 | 63
O=c1cc(-c2ccc(F)cc2)nc(SCc2nc(-c3cccc(Br)c3)no2)[nH]1 | i | 0.095 | 53

Some of these compounds in order of SMILES length, largest number first.
SMILES | GluA2 TARP mod | GluA2 TARP mod agonism max-min | GluA2 TARP mod glutamate slope
COC(=O)c1c(N2C(=O)CC(Sc3ncccc3C(=O)O)C2=O)sc2c1CCC(C)C2 (configuration not stated) | i | 0.08 | 52
COc1ccc(S(=O)(=O)N2CCC(C(=O)Nc3sccc3C#N)CC2)cc1 | i | 0.13 | 54
C=C(C)Cn1c(C2CC(=O)N(c3ccc(C)cc3)C2)nc2ccccc21 (configuration not stated) | i | 0.088 | 63

New compounds follow:
SMILES | GluA2 TARP mod | GluA2 TARP mod agonism max-min | GluA2 TARP mod glutamate slope
Cc1nc(-n2cccc2)sc1C(=O)NCCc1ccc(S(N)(=O)=O)cc1 | i | 0.12 | 49
O=C(NCc1ccc(Cl)cc1)Nc1ccc(N2CCCS2(=O)=O)cc1 | i | 0.11 | 50
COc1ccc(CCNC(=O)C(=O)Nc2ccc(N3CCCS3(=O)=O)cc2)cc1 | i | 0.042 | 35
Cc1nnsc1C(=O)NCCn1nc(-c2cccs2)n(C)c1=O | i | 0.14 | 74
CC(=O)Cn1c(=O)c2c(nc3n(-c4ccccc4F)c(C)cn23)n(C)c1=O | i | 0.11 | 53
Cc1ccc(N2C(=O)CC(N3CCN(c4ccccc4)CC3)C2=O)c(C)c1 (configuration not stated) | i | 0.092 | 83
O=C(CCCc1ccccc1)Nc1ccc(CC(=O)NC2CC2)cc1 | i | 0.086 | 48

Quoted from the listing.
GluA2 TARP mod glutamate slope with O=C(NCc1ccc(Cl)cc1)Nc1ccc(N2CCCS2(=O)=O)cc1 : 50
GluA2 TARP mod agonism max-min with Cc1ccc(N2C(=O)CC(N3CCN(c4ccccc4)CC3)C2=O)c(C)c1 (configuration not stated) : 0.092
